Compound activity (PubChem)
Xi reactivation: activators of X-chromosome reactivation in mouse fibroblasts | XiGFP mouse fibroblasts, % GFP-positive cells imaging, 3 d; cells co-treated with 5-aza-dC sensitizer; scaled so ellipticine positive control = 100% | activation, % at 7.58 µM | hit rate 0.055% among 360,000 | AID 743238;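 active = mean normalized replicate activation at least 10% and every replicate at or above 10%; inconclusive = only one of the two criteria met; inactive = mean below 10% and not all replicates reach 10%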;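 also: 0% = median of on-plate neutral control wells and 100% = ellipticine 6 µM median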
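Assay system: SV40-immortalized XiGFP fibroblast cells, line 68-5-11; buffer or medium: DMEM plus 5-aza-dC sensitizer; compound: one concentration, pinned; timing: compounds 3 days, fix/stain 15 min at room temperature; benchmarks: positive control ellipticine, 6 µM final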
RAD52 inh: RAD52 (human) annealing inhibition. P43351. inhibition, % at 18.7 µM. AID 651710. recombinant RAD52 DNA annealing, FRET fluorescence. hit rate 0.46% among 360,000;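 active = every replicate showing at least 50% inhibition; inconclusive = mean inhibition at least 50% but not in every replicate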
DENV2 CPE: protects cells from dengue virus 2 cytopathic effect. AID 651640. DENV2-infected cells, cytopathic effect rescue, plate reader. CPE inhibition, % at 9.99 µM. hit rate 1.7% among 350,000; in the data active = CPE inhibition above about 20%, passing the limit was not always enough; inconclusive = no clear call, values can overlap the other calls; tested in BHK-21 cells;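 also: 0% = median of neutral control wells and 100% = median of positive control wells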
E-sel inducer: E-selectin induction on HUVECs; P16581; HUVEC E-selectin immunofluorescence imaging; normalized: neutral wells 0, TNF-alpha wells 100; activation, % at 7.58 µM; hit rate 0.37% among 260,000;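 active = mean E-selectin-positive cell signal at least 10% of the positive control, reached in at least 60% of replicates, without over 20% cell loss; inconclusive = no rule given, readout overlaps actives, possibly toxicity-flagged; inactive = the rest, including those meeting only one limit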;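 also: in these data hits start at about 27%; measured in HUVEC primary endothelial cells; signal is the percent of cells scored E-selectin positive by PE staining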
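Test system: HUVEC | Signal: Immunofluorescence imaging | Read-out: Percent E-selectin-positive cells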
RAD54 inh: RAD54 (human) branch migration inhibition | Q92698 | RAD54 Holliday junction branch migration, FAM/BHQ fluorescence | inhibition, % at 10.4 µM | hit rate 0.14% among 360,000;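 active = mean normalized replicate activity at least 40 and at least half of replicates scoring 40 or more; inconclusive = only one of the two criteria met; inactive = mean below 40 and under half of replicates reaching 40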;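 also: 0% = median of neutral control wells and 100% = median of positive control wells; inhibitors cause a drop in the FAM fluorescence signal; in these data hits start at about 50%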
Target sequence (Q92698 whole entry, looked up): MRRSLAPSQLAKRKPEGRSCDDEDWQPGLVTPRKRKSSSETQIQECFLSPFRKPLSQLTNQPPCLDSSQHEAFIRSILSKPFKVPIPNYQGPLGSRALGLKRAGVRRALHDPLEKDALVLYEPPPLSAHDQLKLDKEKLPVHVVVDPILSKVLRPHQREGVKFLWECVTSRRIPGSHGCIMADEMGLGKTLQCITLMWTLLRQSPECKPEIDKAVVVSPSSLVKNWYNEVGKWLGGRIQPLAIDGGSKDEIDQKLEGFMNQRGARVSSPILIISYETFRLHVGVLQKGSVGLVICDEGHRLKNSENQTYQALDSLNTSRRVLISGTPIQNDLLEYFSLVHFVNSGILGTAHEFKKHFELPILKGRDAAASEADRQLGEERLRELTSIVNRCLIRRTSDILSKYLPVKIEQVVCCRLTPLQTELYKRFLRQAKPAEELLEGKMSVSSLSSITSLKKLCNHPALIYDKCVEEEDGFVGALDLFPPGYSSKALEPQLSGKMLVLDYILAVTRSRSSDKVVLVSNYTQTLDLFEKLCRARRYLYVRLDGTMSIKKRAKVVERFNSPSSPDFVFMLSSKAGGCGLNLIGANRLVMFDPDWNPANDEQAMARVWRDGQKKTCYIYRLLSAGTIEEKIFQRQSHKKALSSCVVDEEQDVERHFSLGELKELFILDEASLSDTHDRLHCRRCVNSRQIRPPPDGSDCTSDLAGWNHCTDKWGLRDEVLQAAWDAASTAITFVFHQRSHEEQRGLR
GSIS activator: GLuc luminescence reporter in INS-1E cells, primary screen for activators of glucose-dependent secretion of insulin; INS-1E GLuc reporter insulin secretion, 2-3 h; activation, % at 16.6 µM; hit rate 0.61% among 370,000;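 active = lowest replicate activation of at least 40%, so every replicate reaches that level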;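 also: 0% = median of neutral control wells and 100% = median of IBMX positive control wells; some compounds called inactive have numbers as strong as hits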
CASP6 VEID inh: blocks human caspase-6 cleavage activity | P55212 | purified caspase-6, Z-VEID-R110 cleavage fluorescence | inhibition, % at 12.5 µM | hit rate 0.53% among 350,000 | AID 686996;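 active = mean inhibition across replicates at least about 35%, with every replicate also reaching that limit, limit read from the data; inconclusive = only one of the two criteria met; inactive = neither criterion met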;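 also: 0% = median of neutral control wells and 100% = no fluorescence left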
Target sequence (P55212 24-179 limits assumed): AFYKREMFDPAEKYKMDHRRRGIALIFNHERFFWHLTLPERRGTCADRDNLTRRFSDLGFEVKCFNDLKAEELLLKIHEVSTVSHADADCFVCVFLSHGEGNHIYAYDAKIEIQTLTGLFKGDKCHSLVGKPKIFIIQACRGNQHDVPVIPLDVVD
Target sequence (P55212 194-293 limits assumed): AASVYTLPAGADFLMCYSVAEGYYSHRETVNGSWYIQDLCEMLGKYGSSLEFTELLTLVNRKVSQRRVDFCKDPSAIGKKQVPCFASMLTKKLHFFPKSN
F508del corr: correctors of CFTR F508del function in bronchial epithelial cells | CFBE cells, YFP halide quenching; stimulated with forskolin plus potentiator P3; % fluorescence drop versus neutral controls | activity (quench increase), % at 7.58 µM | hit rate 0.36% among 350,000;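 active = mean added fluorescence quench of at least 8% versus neutral control, with both replicates also reaching 8%; inconclusive = only one of the mean or replicate conditions met; inactive = mean below 8% and not both replicates reaching 8%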;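 also: cells transiently co-express mutant CFTR-F508del with the halide-sensitive YFP; corrector assay measuring rescue of mutant channel to the surface after 24 h compound exposure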
Starred values were filed as active, the others as inactive; ? = inconclusive; . = no result given.

SMILES	Xi reactivation	RAD52 inh	DENV2 CPE	E-sel inducer	RAD54 inh	GSIS activator	CASP6 VEID inh	F508del corr
Cc1cc([N+](=O)[O-])ccc1NC(=O)CN1C2CCC1CC(NC(=O)NC13CC4CC(CC(C4)C1)C3)C2 (centres undefined)	0.1	13	-3	-1.7	3	-4	10	-6.1
C[C@@H]1CN([C@H](C)CO)C(=O)c2cccc(NC(=O)Nc3ccc(C(F)(F)F)cc3)c2O[C@H]1CN(C)S(=O)(=O)c1cn(C)cn1	0.6	-4	16	-0.1	-6	9	0	1.0
CCOc1ccc(N(Cc2nnc3n2CCCCC3)C(=O)Nc2cccc(C)c2)cc1	-0.3	-8	0	.	-4	2	0	-2.0
O=C(C[C@@H]1CC[C@@H]2[C@H](COC[C@@H](O)CN2Cc2cccc(Cl)c2)O1)N1CCOCC1	0.1	2	11	-0.1	-6	-3	0	-3.5
COc1cccc(NC(=O)N[C@H]2CC[C@@H](CC(=O)N3CCOCC3)O[C@H]2CO)c1	0.1	-12	-3	0.8	-3	8	0	0.9
O=C(COC(=O)c1ccc(S(=O)(=O)N2CCCCCC2)cc1)NCc1ccc(Cl)cc1	0.0	-18	1	.	1	11	-4	1.5
CCCC#Cc1ccc2c(c1)O[C@H](CN(C)C(=O)C1CCC1)[C@H](C)CN([C@@H](C)CO)S2(=O)=O	-0.3	6	-4	-0.6	3	-28	-3	-3.5
CCc1ccccc1NC(=O)CNC(=O)CNC(=O)Cc1ccccc1	0.2	-1	-6	-0.3	4	-3	0	-0.9
COc1ccc(NC(=O)N(C)C[C@@H]2Oc3c(NC(=O)c4cc(C)nn4C)cccc3C(=O)N([C@H](C)CO)C[C@@H]2C)cc1	-0.4	0	2	.	0	7	-1	1.6
O=C(Nc1ccc(NC(=O)c2cccs2)cc1)c1ccc2c(c1)OCO2	-0.1	-15	-2	-0.3	2	47*	-3	0.0
Cc1c(N=C2N=C(NC(=O)NC(C)(C)C)c3ccccc32)c(=O)n(-c2ccccc2)n1C	0.2	3	-7	-0.1	.	1	.	-0.2
C[C@H](CO)N1C[C@H](C)[C@@H](CN(C)C(=O)Cc2ccccc2)Oc2ncc(-c3cncnc3)cc2C1=O	-0.2	-4	-6	0.0	-11	17	1	-0.5
COc1ccc(-c2ccc3c(c2)[C@@H]2[C@@H](CCN2C(=O)c2ccc4c(c2)OCO4)[C@H](CO)N3)cc1	-0.1	.	-12	-0.1	1	9	.	3.1
C[C@H](CO)N1C[C@H](C)[C@@H](CN(C)C(=O)C2CCCCC2)Oc2ncc(Br)cc2C1=O	-0.2	9	9	-0.2	6	14	-4	-2.4
O=C1CN(Cc2ccccc2)C[C@H]2[C@@H](c3ccc(Br)cc3)[C@@H](CO)N12	0.1	-2	-5	-0.1	.	-1	0	-0.3
COc1ccc(OC)c(N2C(=O)CCCC2=O)c1	0.0	-19	4	.	-10	-3	0	1.4
C=CCN=C1NC(c2ccccc2)C(C(=O)OC)=C(C)N1Cc1ccc(C(F)(F)F)cc1 (centres undefined)	-0.1	-26	?	-0.2	.	.	15	2.0
O=C1OC(Sc2ccccc2)(c2ccccc2)c2ccccc21 (centres undefined)	0.1	-9	3	0.0	2	-17	-4	0.6
COc1ccc(-n2c(SCC#N)nc3c(sc(=S)n3-c3ccccc3)c2=O)c(OC)c1	-0.1	5	-2	-0.1	-3	2	1	-1.3
CCOC(=O)C1=C(COC(=O)Cc2ccccc2)NC(=O)NC1C (centres undefined)	-0.1	-19	1	-1.3	2	13	7	0.3
O=C(Nc1cnns1)Oc1ccccc1	0.2	-14	13	.	-13	6	0	4.2
CC(C)c1cn(CC[C@H]2CC[C@H](NS(=O)(=O)c3ccc(Cl)cc3)[C@H](CO)O2)nn1	0.4	3	1	-0.4	-5	7	1	1.5
O=C(Nc1ccc(F)cc1)C1(S(=O)(=O)c2ccc(Cl)cc2)CC1	0.0	-12	5	0.0	-12	12	-3	-0.1
CN(Cc1ccccc1)C(=O)c1cc2cc(F)ccc2[nH]1	0.2	-6	0	.	6	-5	-11	-0.8
O=C(Cc1cc(=O)oc2cc(O)ccc12)N[C@@H](Cc1c[nH]c2ccccc12)C(=O)O	0.3	-16	13	.	-7	10	0	-0.9
Cc1cc(Cl)ccc1OC(C)C(=O)NN1C(=O)c2ccccc2C1=O (centres undefined)	0.3	-15	-3	0.1	1	2	4	-2.8
C[C@H]1CN([C@@H](C)CO)C(=O)c2cc(NS(=O)(=O)c3cccs3)ccc2O[C@@H]1CN(C)Cc1ccc(Cl)c(Cl)c1	0.0	4	-5	-0.3	-8	-16	-2	-1.2
COc1ccc(S(=O)(=O)N(C)C[C@@H]2Oc3c(NS(=O)(=O)c4ccc(Cl)cc4)cccc3C(=O)N([C@@H](C)CO)C[C@H]2C)cc1	0.1	.	-3	-0.1	23	1	.	2.1
C[C@@H]1CN([C@@H](C)CO)C(=O)c2cc(NS(=O)(=O)c3ccc(Cl)cc3)ccc2O[C@@H]1CN(C)Cc1ccc(Oc2ccccc2)cc1	-1.1	-7	-13	-0.6	3	-6	2	7.7
COc1ccc2c3c(n(C)c2c1)[C@@H](CO)NCC31CCN(C(=O)c2ccccc2)CC1	0.0	.	5	0.0	.	-6	.	1.6
CC(C)Cn1c(=O)c2ccccc2c2ccccc2c1=O	.	1	7	.	3	2	0	2.8
CCC(=O)N1CC2(C1)CN(S(C)(=O)=O)[C@@H](CO)c1[nH]c3cc(OC)ccc3c12	0.4	2	-5	-0.1	.	11	.	-6.0
CCCCN(CC(=O)NCCOC)C(=O)Cn1nnc2ccccc21	0.1	-10	1	.	2	4	0	0.4
O=C(O)CC/C(=N\NC(=O)CNC(=O)/C=C/c1ccccc1)c1ccccc1	-0.1	-13	?	-0.1	-2	26	1	0.4
COc1ccc(N(CC(=O)N/N=C/c2cccs2)S(=O)(=O)c2ccc(OC)c(OC)c2)cc1	.	-13	7	.	8	-26	-1	2.8
CCOc1cc(Br)c(COc2ccc(C)nc2[N+](=O)[O-])cc1OCC	0.0	-15	4	.	-3	17	1	2.3
O=C(COC(=O)c1ccc(S(=O)(=O)N2CCCC2)cc1)Nc1ccccc1	-0.2	0	-3	-0.3	-4	.	-3	-0.8
CC(=O)N1CCN(c2ccc(C(N)=O)cc2[N+](=O)[O-])CC1	0.1	0	10	0.5	1	11	-9	1.8
CC(=O)NC(CC(=O)N1CCCC1)c1ccccc1 (centres undefined)	0.2	-6	19	.	-5	16	-3	-1.8
O=C(Nc1ccon1)c1nc[nH]c1C(=O)N1CCc2ccccc2C1	0.1	-28	19	0.0	-22	0	3	1.1
COc1cc(NC(=O)CSc2ccccc2)c(C(=O)O)cc1OC	0.0	3	-3	-0.1	2	12	-1	.
CC(=O)Nc1ccc(S(=O)(=O)NCC(=O)NNC(=O)c2csc(N3CCOCC3)n2)cc1	0.2	-1	-2	.	-5	-7	0	3.4
Cc1cc(C(=O)COC(=O)c2ccco2)c(C)n1Cc1ccco1	-0.1	-18	-3	0.8	.	0	2	-0.3
O=C(NCc1ccccc1)C(=O)NCC1OCCN1S(=O)(=O)c1ccc(Br)cc1 (centres undefined)	0.3	-34	-1	.	3	-10	3	1.1
O=C(Oc1ccc(/C=N/n2cnnc2)cc1)c1cccc([N+](=O)[O-])c1	0.0	-21	12	.	.	0	-2	0.8
CSc1ncc(Cl)c(C(=O)Nc2ccc(C)c(C)c2)n1	0.1	-4	8	2.4	-1	33	4	2.6
C=CCNC(=O)COCc1cc(-c2ccc3c(c2)OCO3)on1	-0.1	-2	4	-0.2	5	19	.	-2.0
C[C@@H]1CCCCO[C@@H](CN(C)C(=O)NC2CCCCC2)[C@@H](C)CN([C@H](C)CO)C(=O)c2cc(NC(=O)NC3CCCCC3)ccc2O1	0.1	6	-7	-0.3	-4	5	1	-1.8
C[C@@H]1CN([C@H](C)CO)C(=O)c2cc(-c3ccc(F)cc3)cnc2O[C@@H]1CN(C)C(=O)Cc1ccccc1	-0.3	13	10	-0.3	0	-3	4	3.1
CC(=O)NCCc1nc(-c2ccc(Cl)cc2)no1	0.0	3	16	0.0	3	7	-2	3.2
CCC1(O)CC(C(=O)OC)=NN1C(=O)c1ccccc1 (centres undefined)	.	-10	1	.	2	-3	1	-0.5
COc1ccc(-c2ccc([C@H]3[C@H]4CN(Cc5ccc(F)cc5)CC(=O)N4[C@H]3CO)cc2)cc1	0.6	-22	1	0.1	.	-6	0	-1.4
O=C(O)Cn1c(=O)c(F)cn(C2CCCO2)c1=O (centres undefined)	0.4	-9	?	0.1	-6	6	1	-2.0
Nc1nc2ccccc2n1C(=O)c1cccs1	0.0	-2	?	3.6	-5	8	4	1.1
COc1cccc(CN2CCSCC2)c1OC	0.1	-15	-1	2.8	-8	1	-1	-1.2
CC(=O)OC(C)C(=O)NS(=O)(=O)c1ccc(C)cc1 (centres undefined)	0.0	20	8	.	-5	0	.	-3.3
O=C(NCc1ccc(-c2csnn2)cc1)C1CC1	0.1	-9	-4	.	7	0	-4	2.4
Nc1nnc(SCC(=O)Nc2ccc(Cl)c(C(=O)O)c2)s1	0.0	8	4	.	.	5	2	-1.2
COc1ccc(NC(=O)Nc2ccc3c(c2)C(=O)N([C@@H](C)CO)C[C@@H](C)[C@@H](CN(C)S(=O)(=O)c2ccc(OC)cc2)OCCCC[C@@H](C)O3)cc1	0.3	.	7	-0.3	3	-8	.	1.5
Cc1cccc(N=c2c([N+](=O)[O-])nn(-c3ccc(Cl)cc3)n2O)c1	.	-7	3	4.6	5	9	1	-0.3

Two compounds picked at random from those above, as already listed:
SMILES	Xi reactivation	RAD52 inh	DENV2 CPE	E-sel inducer	RAD54 inh	GSIS activator	CASP6 VEID inh	F508del corr
CCCC#Cc1ccc2c(c1)O[C@H](CN(C)C(=O)C1CCC1)[C@H](C)CN([C@@H](C)CO)S2(=O)=O	-0.3	6	-4	-0.6	3	-28	-3	-3.5
C[C@@H]1CN([C@@H](C)CO)C(=O)c2cc(NS(=O)(=O)c3ccc(Cl)cc3)ccc2O[C@@H]1CN(C)Cc1ccc(Oc2ccccc2)cc1	-1.1	-7	-13	-0.6	3	-6	2	7.7

Other entries follow:
SMILES	Xi reactivation	RAD52 inh	DENV2 CPE	E-sel inducer	RAD54 inh	GSIS activator	CASP6 VEID inh	F508del corr
CCOc1ccc(NC(=O)CSc2ccc(-c3cccnc3)nn2)cc1	0.0	-13	-6	0.6	-20	9	-3	0.9
CN(Cc1ccccc1)C(=O)COC(=O)CCC(=O)c1ccc(Cl)cc1	0.4	-22	7	-0.1	5	.	-1	0.1
COc1ccc(S(=O)(=O)N2CCN(C(=O)N3CCOCC3)C2C)cc1 (centres undefined)	0.0	-24	1	.	-5	26	2	-1.8
CCOC(=O)CCNCc1ccc(OC)c(OC)c1	0.3	-7	-5	-0.4	.	10	2	-2.6
CCC(=O)N(C)C[C@@H]1Oc2cc(C#CCC(C)C)ccc2S(=O)(=O)N([C@H](C)CO)C[C@@H]1C	-0.6	2	-4	-0.2	-14	-7	-1	-0.5
CCCC#Cc1ccc2c(c1)O[C@H](CN(C)C(=O)c1cccnc1)[C@@H](C)CN([C@@H](C)CO)S2(=O)=O	0.6	4	-4	0.0	2	-1	0	0.4
O=C(NCC1CC1)[C@@H]1[C@@H](CO)[C@@H]2Cn3c(ccc(-c4ccccc4F)c3=O)[C@H]1N2Cc1cncnc1	0.1	-8	-2	0.9	0	7	2	3.0
